Screens (PubChem BioAssay)
Coupling enz: qHTS Assay for Inhibitors of Fructose-1,6-bisphosphate Aldolase from Giardia Lamblia: Coupling assay counterscreen | coupling enzyme system counterscreen, AmpLite Red fluorescence | activity change, negative = inhibition, % at 58.2 µM, hits read low | 290,000 tested, 0.67% active | AID 2472, 2010; in the data active = activity change below about -30%
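Activity here indicates interference with the coupling reaction, not aldolase inhibition. Compounds at 57.5 uM final met coupling enzymes for 10 min at RT; substrate and AmpLite Red detection followed, with a 525/598 nm fluorescence read after 20 min.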
uPA generation: qHTS for Inhibitors of Cell Surface uPA Generation. cell surface uPA generation assay, qHTS. Potency, µM (top dose mostly 38.3 µM), without a hit: at the top dose activity change, negative = inhibition, usual class: inhibitors. 330,000 tested, 0.31% active; active = well fitted inhibition curve with a large enough effect; inconclusive = small, poorly fitted or top-dose-only effect; inactive = no such curve, though single readings can be large or run the other way; tested in mouse RAW 264.7 cells; note: potency is the fitted concentration of half-maximal effect; nearly all actives have a fitted effect of over 55% in size
Eya2 phos inh: qHTS Assay for Inhibitors of the Phosphatase Activity of Eya2. recombinant Eya2, OMFP fluorescence dephosphorylation (OMFP is methylfluorescein phosphate). 330,000 tested, 0.006% active. AID 488837, 2010. Potency, µM (doses to about 76.9 µM), for inactives: at the highest dose activity, negative = inhibition, hits mostly inhibitors; note: potency is the fitted concentration of half-maximal effect
Target sequence (O00167 whole entry, looked up): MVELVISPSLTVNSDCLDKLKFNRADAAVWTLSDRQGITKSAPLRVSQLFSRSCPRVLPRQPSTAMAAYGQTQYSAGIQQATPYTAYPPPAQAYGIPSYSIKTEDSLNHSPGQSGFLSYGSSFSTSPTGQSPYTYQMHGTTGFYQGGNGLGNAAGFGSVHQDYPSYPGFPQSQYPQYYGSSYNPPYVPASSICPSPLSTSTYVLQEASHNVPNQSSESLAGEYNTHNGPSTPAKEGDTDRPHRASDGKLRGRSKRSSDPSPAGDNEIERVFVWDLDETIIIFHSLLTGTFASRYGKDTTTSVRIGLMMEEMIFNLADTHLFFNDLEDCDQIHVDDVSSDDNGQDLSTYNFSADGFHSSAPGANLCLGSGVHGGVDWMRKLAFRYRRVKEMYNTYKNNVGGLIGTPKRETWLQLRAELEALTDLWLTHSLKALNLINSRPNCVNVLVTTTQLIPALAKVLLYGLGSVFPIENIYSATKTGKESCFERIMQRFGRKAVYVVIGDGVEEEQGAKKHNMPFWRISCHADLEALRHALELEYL
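Eya2 (0.2 uM) preincubated 10 min at ambient with compound, then OMFP substrate added at 50 uM; 10 min reaction in 50 mM HEPES pH 7.5, 50 mM NaCl, 5 uM MgCl2, 0.05% BSA, 1 mM DTT. Fluorescence read at Ex 485/Em 525 nm.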
GALK inh: qHTS Assay for Inhibitors of Human Galactokinase (GALK); P51570; Purified GALK, Kinase-Glo residual ATP luminescence; Potency, µM (highest dose often 57.5 µM), inactives show at the highest dose activity change, negative = inhibition, actives largely listed as inhibitors; 270,000 tested, 0.007% active; AID 1868, 2009; note: potency is the fitted concentration of half-maximal effect
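The enzyme phosphorylates galactose (100 uM) using ATP (35 uM); inhibition is detected as higher residual ATP, quantified by bioluminescence after 1 h reaction at room temperature, pH 8.0.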
hERG WT inh: qHTS for Inhibitors of KCHN2 3.1: Wildtype qHTS; activity change, % at 1.84 µM; AID 720551, 2013; U2OS, BacMam KCNH2, thallium flux FluxOr; hits give low values; Voltage-gated inwardly rectifying potassium channel KCNH2 (Homo sapiens), Q12809; 340,000 tested, 0.37% active;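 active = maximum activity change below -70%; inconclusive = maximum activity change between -70% and -50%; inactive = maximum activity change above -50%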
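U2OS cells were transduced with wild-type KCNH2 virus (2.03 x 10^8 / mL) for 4 h at room temperature, then cultured overnight at 37 C. Thallium flux was read with FluxOr dye. Rate constants were normalized to DMSO controls.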
USP2a block: qHTS Assay for Inhibitors of Ubiquitin-specific Protease USP2a Using CHOP2 as the Reporter; 330,000 tested, 0.01% active; Ubiquitin carboxyl-terminal hydrolase 2 (Homo sapiens), O75604; USP2 core, Ub-CHOP2 coupled fluorogenic reporter, 485/531; Potency, µM (series often up to 38.3 µM), without a hit: at the top dose activity change, negative = inhibition, usual class: inhibitors;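 note: potency is the fitted concentration of half-maximal effect; plate controls were DMSO wells for no effect and full inhibition by NEM control for full effect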
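Deubiquitinase activity read as fluorescence (485/531 nm) after Ub-CHOP2 cleavage activates the enterokinase reporter on its substrate; USP2 core 10nM, Ub-CHOP2 and substrate 25nM each, 30min compound preincubation then 60min RT; data normalized to NEM, curves fitted.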
KCNH2 3.1 block: qHTS for Inhibitors of KCHN2 3.1: Mutant qHTS | 340,000 tested, 0.95% active | activity change, % (tested at about 1.8 µM) | U2OS KCNH2 3.1, thallium flux FluxOr; hits give low values;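 active = maximum activity change below -70%; inconclusive = maximum activity change from -70% to -50%; inactive = maximum activity change above -50%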;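 note: thallium influx rate constant from kinetic fluorescence after stimulation buffer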
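Channel expression came from 3.1 mutant virus (1.77 x 10^8 /mL) applied to suspended U2OS cells for 4 h. Flux was tracked with FluxOr dye plus Red40 quencher, and kinetic rate constants normalized to controls.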
Giardia killer: Small Molecules that selectively kill Giardia lamblia: qHTS; Giardia lamblia trophozoite viability; 340,000 tested, 0.15% active; AID 540267, 2011; activity change, % at 7.66 µM, hits read low; in the data active = activity change below about -80%; inconclusive = between about -30% and that limit;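 note: parasites exposed to compound for two days anaerobically before the ATP read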
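Viability, read as ATP luminescence: trophozoites at 100 cells/well, compound added, 48 hrs anaerobic at 37 deg C, then 15-30 min room-temperature development before reading.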
B2AR arrestin: qHTS assay of beta-arrestin-biased ligands of beta2-adrenergic receptor; beta-arrestin recruitment to beta2AR, cell-based reporter; AID 492947, 2010; Potency, µM (top dose mostly 46.1 µM), for the others: at the highest dose activation, actives largely listed as activators; 330,000 tested, 0.02% active;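 note: potency is the fitted concentration of half-maximal effect; 0% = DMSO controls and full agonism = EC100 isoproterenol or metaproterenol; nearly all actives have a fitted effect of over 65% in size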
Target sequence (P07550 whole entry, looked up): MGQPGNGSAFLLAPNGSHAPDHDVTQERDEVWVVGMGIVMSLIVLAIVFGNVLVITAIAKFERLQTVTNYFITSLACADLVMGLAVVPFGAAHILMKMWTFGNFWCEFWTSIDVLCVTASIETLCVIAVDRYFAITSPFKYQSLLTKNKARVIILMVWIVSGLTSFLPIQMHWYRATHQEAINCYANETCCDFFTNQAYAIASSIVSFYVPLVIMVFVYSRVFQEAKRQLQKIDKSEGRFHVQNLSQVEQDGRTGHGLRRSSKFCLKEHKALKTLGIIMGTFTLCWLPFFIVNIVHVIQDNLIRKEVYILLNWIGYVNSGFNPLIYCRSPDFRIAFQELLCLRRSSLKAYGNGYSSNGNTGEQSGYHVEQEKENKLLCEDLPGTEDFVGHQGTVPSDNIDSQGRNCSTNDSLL
PKM2 activator: qHTS Assay for Activators of Human Muscle isoform 2 Pyruvate Kinase. Pyruvate kinase PKM (Homo sapiens), P14618. purified PKM2, Kinase-Glo ATP luminescence, activation; response scale: 0% is enzyme alone, no compound. Potency, µM (doses to about 57.5 µM), inactives show at the top dose activation, most hits filed as activators. 260,000 tested, 0.34% active; note: potency is the fitted concentration of half-maximal effect; nearly all actives have a fitted effect of over 55% in size
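hPK-M2, >95% pure; 0.1 mM ADP / 0.5 mM PEP final; imidazole pH7.2 buffer w/ 7 mM MgCl2, 50 mM KCl; 1 h RT; Kinase-Glo lum. Intermediate enzyme activity for dual inhibitor/activator qHTS.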
Chronic BCR inh: qHTS Assay to Find Inhibitors of Chronic Active B-Cell Receptor Signaling | ABC-DLBCL IkBa-CBG/CBR reporter, luminescence ratio, 4 h | Potency, µM (top dose mostly 46.1 µM), for the others: at the top dose ratio change, negative = lower green/red ratio, most hits filed as inhibitors | 340,000 tested, 0.05% active; active = well fitted inhibition curve with a large enough effect in the signal ratio, with a control signal flat, not every such curve was filed as active; inconclusive = small, poorly fitted or top-dose-only effect, or effect the other way, or a change in a side signal; the % refers to the signal ratio;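 note: potency is the fitted concentration of half-maximal effect; plate controls were basal doxycycline-induced cells for no effect and cells given 10 µM MG132 for full effect; MG132 reads +100%, hits lower the ratio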
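Concentration-response series (up to 46 uM) were applied to TMD8 dual-reporter cells for 4 h at 37C with doxycycline. Green/red ratio, after filter-overlap correction, defined %Activity; red signal alone was normalised to basal cells and zero luminescence.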
* marks the source's active call; other numbers are inactive results; ? = inconclusive; . = no result given; & = joins results of further samples; [ ] = remark or other dose. Unless noted, calls come from the whole dose curve; as a rule, active = well fitted curve in the direction sought with a large enough effect; inconclusive = small, poorly fitted or top-dose-only effect, or another doubt; inactive = no such curve, though single readings can be large; an effect the other way counts as inactive or inconclusive. Unless noted, % is set by controls: 0 for no effect and ±100 for the full control effect.

SMILES	Coupling enz	uPA generation	Eya2 phos inh	GALK inh	hERG WT inh	USP2a block	KCNH2 3.1 block	Giardia killer	B2AR arrestin	PKM2 activator	Chronic BCR inh
CCc1nn(CC(=O)NCCCN2CCCC2=O)c(=O)c2cc3sccc3n12	4.3	10.0%	-15.9%	-2.4%	4.7	4.5%	-18.3	14.9	-0.3%	-15.6%	-17.9%
O=S(Cc1ccc(Br)cc1)Cc1nnc(SCc2ccc(Br)cc2)n1-c1ccccc1 (configuration not stated)	-1.2	-8.3%	-6.4%	.	-16.2	1.8%	-74.5*	-19.4	-0.4%	-1.3%	?
CC(=O)c1cccc(NC(=O)N2CCCC2C(=O)Nc2cccc(C)c2C)c1 (configuration not stated)	4.3	-1.9%	-2.4%	2.3%	0.1	1.9%	2.2	0.5	-0.5%	-6.4%	1.4%
Cc1ccc(C(=O)CSc2nnc(-c3ccc4[nH]c(C)c(C)c4c3)o2)cc1C	1.3	7.4%	-4.1%	-2.6%	24.7	1.7%	6.2	2.9	-0.3%	-4.4%	?
O=C(Cc1cccs1)N(Cc1cccs1)C1(C(=O)NC2CCCC2)CCCCC1	6.1	-8.7%	-12.5%	-0.2%	-2.8	-4.3%	-2.0	-10.5	0.0%	-15.1%	5.8%
CCOc1ccc(C(=O)NCCc2cnc[nH]2)cc1OCC	1.2	-0.3%	-0.4%	.	-3.8	0.9%	10.8	6.7	0.0%	.	-0.1%
CC(=O)Nc1ccc(S(=O)(=O)N(C)CC(=O)OCC(=O)c2cc(C)n(-c3ccc4c(c3)OCO4)c2C)cc1	3.1	-0.2%	0.8%	-0.2%	-0.9	-0.4%	6.7	-7.2	-0.8%	-4.3%	-2.9%
Cc1csc(=O)n1CC(=O)Nc1nc2ccccc2s1	.	-1.3%	-1.4%	.	-9.9	4.1%	-7.0	-15.8	4.5%	.	4.5%
COCCNC(=O)C(c1ccc(F)cc1)N(Cc1cccs1)C(=O)CCC(=O)Nc1ccccn1 (configuration not stated)	0.7	1.2%	3.5%	-2.4%	2.6	5.0%	-7.9	0.6	0.5%	.	6.6%
Cc1ccc(NC(=O)CSc2n[nH]c(-c3cccnc3)n2)c(Br)c1	2.0	2.2%	2.7%	3.6%	-1.3	0.3%	0.1	-21.9	-0.1%	.	6.6%
COc1ccccc1NC(=O)NCCN1CCCCC1	0.3	28.9%	-1.2%	-3.5%	-0.1	2.2%	7.6	-6.3	0.2%	0.5%[11.5 µM]	2.0%
CCc1nnc(NC(=O)CCS(=O)(=O)c2ccccc2)s1	2.0	-0.2%	11.3%	-1.2%	0.1	0.9%	-5.8	-0.7	0.3%	2.0%	-15.9%
NS(=O)(=O)c1ccc(N2C(=O)C(=O)/C(=C(/O)c3ccccc3)C2c2ccc(Cl)cc2)cc1 (configuration not stated)	13.6	7.5%	8.6%	-4.3%	-5.5	-1.4%	-1.2	2.7	-0.7%	4.6%	2.8%
CSc1nc(C)c(CCOCc2ccc(F)cc2)c(=O)[nH]1	-1.6	-2.6%	5.0%	-1.7%	17.7	-0.5%	14.9	-1.3	-0.2%	-11.0%	-6.5%
COC(=O)Nc1ncc(CN2C(=O)c3ccccc3C2=O)s1	-0.6	6.4%	-8.8%	-0.8%	-31.3	-0.2%	16.2	-15.1	-0.3%	3.6%	5.1%
COc1ccc(N(C(=O)c2ccc(Cl)cc2)C2=CC3CCC(C2)N3C)cc1 (configuration not stated)	2.0	-1.4%	2.4%	-0.6%	20.6	-0.6%	-27.7	-0.4	-0.1%	2.0%	?
O=C(CSc1n[nH]c(-c2cccnc2)n1)Nc1ccccc1[N+](=O)[O-]	-0.6	2.8%	-1.8%	18.8%	17.2	-1.8%	-7.8	6.6	0.4%	3.3%	-10.3%
CN(CC(=O)Nc1ccc(F)cc1)c1ccc(S(=O)(=O)N2CCCCC2)cc1[N+](=O)[O-]	-3.1	3.2%	-0.3%	-2.8%	0.2	-1.9%	-13.9	-3.6	-0.4%	-2.1%	?
O=S(=O)(Nc1nc2ccccc2nc1Nc1ccc2c(c1)OCO2)c1ccccc1	6.5	20.3%	-0.6%	0.9%	6.4	-0.3%	-96.0*	-2.8	0.3%	2.4%	-4.6%
CCc1ccc(CN(C)Cc2nc(-c3cccc(Cl)c3)no2)nc1	0.0	0.3%	-4.1%	6.4%	1.7	0.8%	-0.4	8.2	-0.3%	3.8%	?
O=C(NCCN1CCN(C(=O)c2ccccc2Cl)CC1)C(=O)NCc1ccccc1	0.6	-1.2%	2.6%	-0.6%	-9.0	3.9%	-1.0	-9.9	-0.5%	.	-0.3%
CC(NC(=O)Cc1ccc([N+](=O)[O-])cc1)c1ccc2c(c1)OCO2 (configuration not stated)	3.4	4.1%	2.0%	6.8%	31.8	14.6%	8.9	-0.2	-0.4%	-0.8%	0.1%
Cc1ccc2c(Cl)c(C(=O)NC3CC3)sc2c1	.	?	-11.1%	-0.8%	-5.4	2.1%	-7.6	-8.9	-0.1%	.	?
CCCc1nnc(NC(=O)CCC(=O)NCc2ccccc2OC)s1	5.1	.	-20.6%	-0.5%	-0.9	1.5%	10.4	-4.0	-0.4%	0.0%	-2.0%
CC(C)CN1C2CCCC1CC(NC(=S)NCc1ccco1)C2 (configuration not stated)	-0.6	-2.6%	1.5%	6.0%	3.3	-0.2%	5.5	-5.0	0.0%	-0.8%	2.4%
CC(C)CCC(CCNCc1ccccn1)c1ccc2c(c1)OCO2 (configuration not stated)	-0.2	-5.4%	-6.8%	-1.4%	?	-0.1%	-94.6*	?	-0.8%	.	0.3%
Cc1c(Cl)cccc1NC(=O)c1cc(S(=O)(=O)N2CCOCC2)cn1C	-1.2	7.0%	-6.4%	.	0.1	4.4%	-1.2	27.9	-0.2%	0.3%	-4.7%
C=CCn1c(P(C)(=O)O)nc2ccccc21	1.8&-3.0	-8.3%&-1.6%	6.6%&14.9%	-0.8%&1.9%	1.2&-2.9	-1.3%&5.0%	2.3&12.9	0.5&0.1	-0.3%&-1.0%	8.3%&-14.8%	-25.5%&0.8%
CC1CCCCC1NC(=O)c1ccc(S(=O)(=O)NCc2ccco2)cc1 (configuration not stated)	-2.7	-9.0%	-3.8%	-2.6%	-3.1	-1.3%	11.6	15.0	-0.6%	-12.9%	?
O=S(=O)(c1ccccc1)N1CCC(N2CCN(c3ccccc3)CC2)CC1	-1.4	.	-0.6%	9.1%	.	-1.3%	.	.	0.2%	-2.8%	-1.4%

Three of the entries above in order of their number in GALK inh, falling.
compound,GALK inh
CC(C)CN1C2CCCC1CC(NC(=S)NCc1ccco1)C2 (configuration not stated),6.0%
COc1ccc(N(C(=O)c2ccc(Cl)cc2)C2=CC3CCC(C2)N3C)cc1 (configuration not stated),-0.6%
NS(=O)(=O)c1ccc(N2C(=O)C(=O)/C(=C(/O)c3ccccc3)C2c2ccc(Cl)cc2)cc1 (configuration not stated),-4.3%

(listing goes on)
SMILES	Coupling enz	uPA generation	Eya2 phos inh	GALK inh	hERG WT inh	USP2a block	KCNH2 3.1 block	Giardia killer	B2AR arrestin	PKM2 activator	Chronic BCR inh
COc1ccc(C(=O)CSc2nnc(-c3ccoc3C)n2CC2CCCO2)cc1 (configuration not stated)	-1.2	4.6%	2.1%	-1.2%	-6.7	-0.7%	-17.2	4.1	-0.1%	3.3%	5.4%
Nc1nnnn1CC(=O)OCc1cccc(Br)c1	4.6	.	3.9%	0.4%	-10.5	1.6%	-14.1	10.5	-0.3%	18.1%	-0.9%
[N-]=[N+]=NC[C@H](Cc1ccccc1)N1CC[C@@H](O)CCC1=O	-0.2	-5.7%	2.9%	.	-10.0	2.3%	16.5	17.1	-0.6%	-3.1%	9.4%
O=C(CCC1CCCN(C(=O)c2ccc3c(c2)OCO3)C1)NCc1ccc(F)c(F)c1 (configuration not stated)	3.7	5.1%	1.5%	2.5%	-1.3	0.8%	24.4	-8.0	0.3%	5.4%	1.1%
CC(C)N=C1SC(CC(=O)Nc2ccccc2)C(=O)N1C(C)C (configuration not stated)	-3.3	14.3%	-4.1%	-0.6%	-3.6	-1.2%	22.9	-12.9	-0.4%	2.2%	-0.8%
Cc1cccc(-c2nc(CS(=O)CC(=O)NCCc3ccccc3)c(C)o2)c1 (configuration not stated)	-0.8	-3.2%	-0.5%	2.1%	3.5	5.1%	-27.2	-11.1	-0.7%	.	-11.8%
